TMEM16A act – activates or potentiates the mouse TMEM16A chloride channel; B-score at 10 µM; Q8BHY3; hit rate 0.3% among 340,000; HEK293 TMEM16A/YFP-H148Q/I152L, iodide quench fluorescence; active compounds read low; AID 623877;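 active = fluorescence-ratio B-score plate-corrected deviation score at least 3 library SD below zero, with starting fluorescence score within 5 deviations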;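 also: channel opened by trigger with iodide after compound preincubation; score built on the fluorescence ratio of max minus min over baseline; more negative score means more quench and so TMEM16A activation or potentiation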
TRPC6 inhibitor – blocks the mouse TRPC6 cation channel | Q61143 | HEK293-TRPC6, membrane potential dye, ACh-evoked depolarization; active compounds read low | B-score at 10 µM | hit rate 1.1% among 310,000 | AID 2553;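 active = B-score under library mean minus 3 SD, initial fluorescence not abnormally high, positive integrated signal ratio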;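 also: B-score derived from integrated fluorescence ratio over the kinetic read; more negative B-score means stronger inhibition of depolarization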
MrgX1 antagonist – human MrgX1 receptor antagonism, primary screen. Q96LB2. MRGX1-HEK293 calcium flux, Fluo-4, BAM8-22 antagonism; active compounds read low. B-score at 10 µM. hit rate 1.3% among 310,000. AID 588676;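 active = calcium-response B-score plate-corrected more than 3 library SD below zero, starting fluorescence within 5 deviations, no agonist response on first addition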;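 also: peak minus trough fluorescence over baseline after final BAM8-22 challenge near maximal dose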
Target sequence (Q96LB2 whole entry, looked up): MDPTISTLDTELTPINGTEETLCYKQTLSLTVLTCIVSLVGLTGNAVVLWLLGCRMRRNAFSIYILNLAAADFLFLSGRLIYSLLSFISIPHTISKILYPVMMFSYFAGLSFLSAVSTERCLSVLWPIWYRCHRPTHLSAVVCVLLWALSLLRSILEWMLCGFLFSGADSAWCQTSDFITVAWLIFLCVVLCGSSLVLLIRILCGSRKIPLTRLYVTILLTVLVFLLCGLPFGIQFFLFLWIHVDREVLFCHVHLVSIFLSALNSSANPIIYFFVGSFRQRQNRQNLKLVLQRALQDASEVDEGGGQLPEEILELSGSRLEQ
SKKanGAS inh – inhibitors of SKKanGAS S. pyogenes growth in kanamycin (SK-promoter or general growth effect); hit rate 1.3% among 300,000; BacTiter-Glo, 6 h; inhibition, % at 7.5 µM;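 active = mean replicate score, as percent of positive control median, at least 50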;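 also: strain carries kanamycin resistance gene driven by streptokinase promoter and grows in 40 µg/ml kanamycin; loss of luminescence reflects streptokinase promoter inhibition or plain growth inhibition; 0% = median of DMSO wells and 100% = positive control at its reference dose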
ANO1 block – blocks the mouse calcium-activated chloride channel TMEM16A; Q8BHY3; HEK293 TMEM16A/YFP iodide influx fluorescence, ionomycin; normalized B-score (activity score, 25-100; higher = stronger inhibition) at 10 µM; hit rate 1.2% among 310,000; AID 588511;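 active = ratio plate-corrected score three or more library SD toward inhibition, starting fluorescence score within five deviations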;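 also: score derived from kinetic fluorescence span divided by baseline fluorescence per well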
MrgX1 allo act – human MrgX1 positive allosteric modulation, primary screen. Q96LB2. MrgX1-HEK293, Fluo-4 calcium flux, FDSS; active compounds read high. B-score at 10 µM. hit rate 0.63% among 310,000. AID 588675;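 active = plate-corrected calcium response at least 3 library SD above typical, normal starting fluorescence, not activating the receptor alone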;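 also: compound read alongside a low EC10 to EC30 dose of BAM8-22 agonist; peak minus trough fluorescence over baseline measured at the second addition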
MrgX1 ag – human MrgX1 receptor agonism, primary screen; Q96LB2; MrgX1-HEK293 cells, Fluo-4 calcium fluorescence, agonist mode; active compounds read high; B-score at 10 µM; hit rate 0.44% among 310,000; AID 588627;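 active = calcium response B-score plate-corrected fluorescence ratio at least 3 library SD, with starting fluorescence B-score inside 5 SD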
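Test system: HEK293 cells stably expressing human MrgX1 receptor; Input: fifteen thousand cells per well; Dosing: compound delivered in addition one of three; Schedule: overnight seeding, then 1 h dark dye loading; Technique: Fluo-4 NW calcium fluorescence; Measure: B-scored fluorescence response ratio; Controls: positive and negative controls per plate.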
TRPC6 act – mouse TRPC6 channel activation. Q61143. HEK293-TRPC6 membrane potential dye fluorescence; active compounds read high. B-score at 10 µM. hit rate 0.13% among 310,000. AID 2550;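 active = B-score of the integrated fluorescence ratio above library mean plus 3 SD, and starting fluorescence ratio within library mean plus 5 SD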;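 also: higher score means more depolarization so channel activation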
TRPC4 act – activators of mouse TRPC4 channel | Q9QUQ5 | HEK293 TRPC4beta/mu-opioid, Fluo4 calcium fluorescence; active compounds read high | B-score at 10 µM | hit rate 0.49% among 310,000 | AID 2237;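 active = B-score above 5 SD of library B-scores, and initial fluorescence ratio not above library mean plus 5 SD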;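 also: positive B-score marks a calcium rise read as TRPC4 activation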
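Material: HEK293 stable line with TRPC4beta plus mu-opioid receptor; technique: Fluo4 calcium-sensitive dye fluorescence, kinetic, 1 Hz baseline; timing: Fluo4 dye loading 45 min at room temperature, 110 s recording; controls: assay buffer as low control, maximal DAMGO as high control; read-out: integrated baseline-normalised fluorescence ratio, converted to per-well B score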
TRPC4 inh – blocks the mouse TRPC4 cation channel; Q9QUQ5; HEK293 TRPC4beta/mu-opioid, DAMGO-evoked Fluo4 calcium flux; active compounds read low; B-score at 10 µM; hit rate 0.39% among 300,000; AID 2247;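 active = B-score over 3 SD under the library average, no early fluorescence shift, positive overall ratio signal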
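material = TRPC4beta/mu-opioid receptor HEK293 cell line | probe or stimulus = sequential submaximal and maximal DAMGO stimulation | compound dosing = one concentration per compound | measured by = Fluo4 Ca2+ flux fluorescence | evaluation = integrated fluorescence ratio relative to baseline, converted to per-well B score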
TRPC4 potent – allosterically enhances the mouse TRPC4 cation channel | Q9QUQ5 | HEK293 TRPC4beta/mu-opioid, DAMGO EC20, Fluo-4 Ca2+ flux; active compounds read high | B-score at 10 µM | hit rate 0.42% among 310,000;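 active = B-score of calcium response area above 5 SD of library B-scores, with initial fluorescence ratio within 5 SD of library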;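 also: B-score of integrated fluorescence ratio over time as area under calcium response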
Starred values were filed as active, the others as inactive; i = inactive; x = not tested or not shown. Hits appear at their usual frequency. Share with any hit: about 6.7%.

SMILES	TMEM16A act	TRPC6 inhibitor	MrgX1 antagonist	SKKanGAS inh	ANO1 block	MrgX1 allo act	MrgX1 ag	TRPC6 act	TRPC4 act	TRPC4 inh	TRPC4 potent
COc1ccccc1NC(=O)N1c2ccccc2NC(=O)CC1C (centres undefined)	i	i	i	-7	i	i	i	i	i	i	i
O=C(Nc1nc(-c2ccc(Cl)cc2Cl)cs1)C1CCCO1 (centres undefined)	i	i	i	-4	i	i	i	i	i	i	i
Cn1c(NC(=O)c2ccccc2)c(-c2cccs2)c(=O)c2ccccc21	i	i	i	1	i	i	i	i	i	i	i
CSCCC(NS(=O)(=O)c1cccs1)C(=O)NCc1cccs1 (centres undefined)	i	i	i	-1	i	i	i	i	i	i	i
COc1ccc(/C(N)=N/OC(=O)CCc2ccccc2)cc1	i	i	i	5	i	i	i	i	i	i	i
O=C(c1ccc2c3c(cccc13)C(=O)N(O)C2=O)N1CCCCC1	i	i	i	-4	i	i	i	i	i	i	i
Cc1ccccc1CN1CCN(Cc2ccccc2C(F)(F)F)CC1	i	i	i	-3	i	i	i	i	i	i	i
COC(=O)c1ccc2[nH]c([C@H](C)O)c([C@H](C)O)c2c1	i	i	i	12	i	i	i	i	i	i	i
CCCC1CCC(C2=N/C(=C\c3ccc(OC)c(OC)c3)C(=O)O2)CC1 (centres undefined)	i	i	i	8	i	i	i	i	i	i	i
COc1ccc(Cl)cc1C(=O)NCCCSc1ccccc1	i	i	i	1	i	i	i	i	i	i	i
Cc1n[nH]c(C)c1S(=O)(=O)N(CC(=O)N1CCc2ccccc21)c1ccc(C(C)C)cc1	i	i	i	0	i	i	i	i	i	i	i
CCc1ccc2oc(-c3ccc(OC)cc3)cc(=Nc3cccc(C(=O)O)c3)c2c1	i	i	i	8	i	i	i	i	i	i	i
CCn1ccc(C(=O)Nc2ccc(Cl)cn2)n1	i	i	i	-2	i	i	i	i	i	i	i
CCCCOP(=O)(c1ccc(N(C)C)cc1)C(O)c1ccc(OC)cc1 (centres undefined)	i	i	i	-2	i	i	i	i	i	i	i
CCN(CC(=O)Nc1ccccc1Br)C1CCCCC1	i	i	i	-4	i	i	i	i	i	i	i
O=C(NCC(c1cccnc1)N1CCN(c2ccc(F)cc2)CC1)c1ccccc1 (centres undefined)	i	i	i	-5	i	i	i	i	i	i	i
NC(N)=NS(=O)(=O)c1ccc(NC(=S)NC(=O)c2ccncc2)cc1	i	i	i	27	i	i	i	i	i	i	i
Cc1cccc(C)c1OCc1cc(C(=O)N2CCC(c3ccncc3)CC2)no1	i	i	i	-7	25*	i	i	i	i	i	i
COc1ccc(-c2nc3cc(NC(=O)Cc4ccc(OC)c(OC)c4)ccc3o2)cc1	i	i	i	3	100*	i	i	i	i	i	i
CCOc1ccccc1CNC(=O)CCCn1ncn2c(cc3occc32)c1=O	i	i	i	-2	i	i	i	i	i	i	i
CCOc1ccc(N2C(=O)CC(Sc3nc(C)cc(C)c3C#N)C2=O)cc1 (centres undefined)	i	i	i	-4	i	i	i	i	i	i	i
Fc1ccccc1CSc1nnc(-c2cccs2)o1	i	i	i	-6	i	i	i	i	i	i	i
COCCNC(=O)/C(C#N)=c1\s/c(=C\c2ccccc2OC(F)F)c(=O)n1Cc1ccccc1	x	i	i	-7	i	i	i	i	i	i	i
c1nc(N2CCC3(CC2)OCCO3)c2c3c(sc2n1)CCCC3	i	i	i	-3	i	17*	i	i	i	i	i
Cc1cc(NC(=O)Cn2ccsc2=N)c([N+](=O)[O-])cc1C	i	i	i	1	i	i	i	i	i	i	i
Cc1nn(-c2ccccc2)c(C)c1NC(=O)COC(=O)c1ccc(Cl)c(S(N)(=O)=O)c1	i	i	i	-1	i	i	i	i	i	i	i
NC(=O)C1CCN(CC(O)COCc2ccccc2Cl)CC1 (centres undefined)	i	i	i	2	i	i	i	i	i	i	i
O=C(Nc1cccc(NC(=O)c2cccc(F)c2)c1)c1ccccc1	i	i	i	-2	i	i	i	i	i	i	i
CCC1CCCCN1C(=O)CSc1nnc(CNC(=O)c2c(F)cccc2Cl)o1 (centres undefined)	i	i	i	-8	i	i	i	i	i	i	i
CNC(=S)NCCN1CCOCC1	i	i	i	-5	i	i	i	i	i	i	i
Cc1cccc(NC(=O)CNC(=O)c2ccc3c(c2)OCO3)n1	i	i	-9.4*	-3	i	i	i	i	i	i	i
O=[N+]([O-])c1ccc(CNCc2cc(Cl)ccc2O)cc1	i	x	i	x	i	i	i	x	x	x	x
O=C(COC(=O)Cc1ccccc1[N+](=O)[O-])Nc1nnc(-c2ccccc2)o1	i	i	i	47	i	i	i	i	i	i	i
O=c1c2ccccc2nc2sc3ccccc3n12	i	i	i	x	i	i	i	i	i	i	i
COc1ccc(OC)c(S(=O)(=O)N(C)CC(=O)Nc2cc(Cl)ccc2OC)c1	i	i	i	5	i	i	i	i	i	i	i
CCOc1ccc(S(=O)(=O)Nc2ccc(C(=O)N3CCCC3)cc2)cc1C(N)=O	i	i	i	-6	i	i	i	i	i	i	i
CCc1ccc(N2CC(C(=O)OCC(=O)NNC(=O)c3ccccc3)CC2=O)cc1 (centres undefined)	i	i	i	-4	i	i	i	i	i	i	i
CC(=NCCCn1ccnc1)c1c(O)n(Cc2ccccc2)c(=O)[nH]c1=O	i	i	i	4	i	i	i	i	i	i	i
CCNC(=O)CSc1nc(-c2ccccc2)cs1	i	i	i	1	i	i	i	i	i	i	i
O=C1C=C(O)c2c(O)cc(O)c(O)c2C1=O	i	i	i	22	i	i	i	i	i	i	i
O=C(CCN1CCN(c2ccccc2)CC1)Nc1ccc(Cl)cc1	i	i	i	2	i	i	i	i	i	i	i
Cc1ccc(NC(=O)c2ccco2)c(NC(=O)COc2ccccc2)c1	i	i	i	-3	i	i	i	i	i	i	i
COC(=O)C(Cc1ccccc1)NC(=O)C(CC(C)C)NC(=O)OC(C)(C)C (centres undefined)	i	i	i	2	i	i	i	i	i	i	i
C[C@@H]1CCC(=O)N(CC[C@H](Oc2ccccc2)c2ccccc2)CC1	i	i	i	18	i	i	i	i	i	i	i
O=C(CCc1ccccc1)NCC(=O)N/N=C/c1ccc(O)cc1O	i	i	i	2	i	i	i	i	i	i	i
O=C(O)CCC(CNS(=O)(=O)c1ccccc1)C(F)(F)F (centres undefined)	i	i	i	-3	i	i	i	i	i	i	i
Cc1n[nH]c(=O)c2c(NC(=O)CSc3nnnn3-c3ccc(O)cc3)oc(C)c12	i	i	i	-4	i	i	i	i	i	i	i
O=C(CCS(=O)(=O)c1cccs1)Nc1ccc(C(=O)NCc2ccccc2)cc1	i	i	i	-5	i	i	i	i	i	i	i
C#CC[N+]1(CC#Cc2ccc(C#CC[N+]3(CC#C)CCOCC3)cc2)CCOCC1	i	i	i	0	i	i	i	i	i	i	i
CN(C(=O)c1ccno1)c1nnc(-c2cccnc2)s1	i	i	i	18	i	i	i	i	i	i	i
O=c1[nH]c2cccc(F)c2n2cccc12	i	i	i	5	i	i	i	i	i	i	i
N#CC1=C(N)OC2=C(C(=O)CCC2)C12CCN(C(=O)OCc1ccccc1)CC2	i	i	i	4	i	i	i	i	i	i	i
CC(C)(C)C(=O)Nc1ccc(S(=O)(=O)Nc2nccs2)cc1	i	i	i	-4	i	i	i	i	i	i	i
Cn1c(-c2sc3cc(C(F)(F)F)cnc3c2-c2ccccn2)n[nH]c1=S	i	i	i	-4	i	i	i	i	i	i	i
Cc1c(Cl)cccc1NC(=S)N1CCN(C(=O)c2ccco2)CC1	i	i	i	-2	i	i	i	i	i	i	i
Cc1ccc(CNC(=O)C2CCC(=O)N2CCc2ccccc2)cc1 (centres undefined)	i	i	i	2	i	i	i	i	i	i	i
COc1ccc(Cl)cc1NC(=O)C1CSC(c2ccncc2)=N1 (centres undefined)	i	i	i	-10	i	i	i	i	i	i	i
CC1=NN(Cc2ccccc2)C(=O)C1	i	i	i	0	i	i	i	i	i	i	i
CCN(C(=O)c1nn(-c2ccc(OC)cc2)c(=O)c2c1c1ccccc1n2C)c1ccc(OC)cc1	i	i	i	10	i	i	i	i	i	i	i
COC(=O)c1ccccc1SC(CC(=O)c1ccccc1)c1ccc(F)cc1 (centres undefined)	i	i	i	-1	i	i	i	i	i	i	i

(cont.)
SMILES	TMEM16A act	TRPC6 inhibitor	MrgX1 antagonist	SKKanGAS inh	ANO1 block	MrgX1 allo act	MrgX1 ag	TRPC6 act	TRPC4 act	TRPC4 inh	TRPC4 potent
O=C(/C=C/c1ccccc1)Nc1nnc(-c2ccco2)o1	i	i	i	-5	i	i	i	i	i	i	i
CCOc1ccccc1NC(=O)C(NCC1CCCCC1)c1ccccc1 (centres undefined)	i	i	i	55*	25*	i	i	i	i	i	i
COc1ccc(N2CCN(C(=O)c3cn(C)c(=O)c4c3c3ccccc3n4C)CC2)cc1	i	i	i	1	i	i	i	i	i	i	i
O=C(CCCCCNc1nc(=S)[nH]c2ccccc12)NCc1ccccc1Cl	x	i	i	2	i	i	i	i	i	i	i
COC(=O)CCC(=O)N(CCN(Cc1ccccc1)C(=O)CCC(=O)OC)Cc1ccccc1	i	i	i	1	i	i	i	i	i	i	i
COC(=O)c1ccc(OC(=O)C2CC(=O)N(c3cccc(C)c3)C2)cc1 (centres undefined)	i	i	i	-2	i	i	i	i	i	x	i
CO/N=C/C(=N\Nc1ccc(OC)cc1)C(=O)c1ccc(F)cc1	i	i	i	-6	i	i	i	i	i	i	i
Cc1nc2ccc(NC(=O)c3ccc(S(=O)(=O)N(C)C)cc3)cc2s1	i	i	i	-4	i	i	i	i	i	i	i
CCOc1ccc(N(CC(=O)NN=C2CCN(C)CC2)S(C)(=O)=O)cc1	i	i	i	-7	i	i	i	i	i	i	i
Cc1ccc(-c2nnc(NC(=O)C3=COCCO3)o2)c(C)c1	i	i	i	7	i	i	i	i	i	i	i
O=C(OCC(=O)N1CCc2ccccc21)c1cncc(Br)c1	i	i	i	-12	i	i	i	i	i	i	i
